High-throughput results: PubChem, NMMLSC
Rac1 mut GTP – GTP binding modulators of activated mutant Rac1, primary screen, biochemical, bead-based flow cytometry, multiplex, fluorescent GTP; Ras-related C3 botulinum toxin substrate 1 (Homo sapiens), P63000; GST-Rac1 activated beads; actives lie on both sides; 100% means binding = to untreated wells; percent activity (GTP binding), % at 10 µM; 190,000 compounds, 0.11% hits; AID 764, 2007;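 active = GTP binding at least 20 percentage points away from the 100% baseline, in either direction, so actives lie on both sides; inconclusive = Compound likely fluorescent itself, or too few beads counted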
Bcl-2 Bim block – inhibitors of Bim-Bcl-2 binding, primary screen, biochemical, multiplexed, human Bcl-2 family; Apoptosis regulator Bcl-2 (Homo sapiens), P10415; Bead-based flow cytometry, Bim peptide-Bcl-2 binding; inhibition, % at 10 µM; 190,000 compounds, 0.06% hits; AID 950, 2007; in the data active = inhibition above about 40%; inconclusive = no clear call, values can overlap the other calls;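 note: 0% = no compound wells with probe peptide and 100% = reference peptide inhibitor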
Target sequence (P10415 whole entry, looked up): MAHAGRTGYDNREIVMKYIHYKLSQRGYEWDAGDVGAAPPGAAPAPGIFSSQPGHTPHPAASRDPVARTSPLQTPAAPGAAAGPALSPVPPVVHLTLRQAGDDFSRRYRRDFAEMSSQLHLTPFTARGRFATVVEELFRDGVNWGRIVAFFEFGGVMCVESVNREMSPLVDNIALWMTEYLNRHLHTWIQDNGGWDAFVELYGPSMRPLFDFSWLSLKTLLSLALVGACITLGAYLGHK
HRas wt GTP – modulators of GTP binding to HRas wildtype, primary screen, biochemical, bead-based flow cytometry, multiplex; GTP binding activity, % at 10 µM; 190,000 compounds, 0.14% hits; AID 759, 2007; GST-Ras wt beads, Bodipy-FL-GTP binding; actives lie on both sides; GTPase HRas (Homo sapiens), P01112;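 active = GTP binding activity at least 20% away from the 100% baseline, either lowered as inhibitor or raised as activator; inconclusive = flagged as likely green fluorescent, judged across all proteins in the well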;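 note: 0% = unlabeled GTP competition control and 100% = no-compound control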
Target sequence (P01112 whole entry, looked up): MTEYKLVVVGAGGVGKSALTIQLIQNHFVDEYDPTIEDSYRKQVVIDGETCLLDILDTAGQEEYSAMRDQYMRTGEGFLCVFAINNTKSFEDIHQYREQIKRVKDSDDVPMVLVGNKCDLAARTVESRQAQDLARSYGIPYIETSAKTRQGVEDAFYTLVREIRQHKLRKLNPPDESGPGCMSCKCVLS
Bim-Bcl-W – inhibitors of Bim binding to Bcl-W, primary screen, biochemical, multiplexed, bead-based flow cytometry; Bcl-2-like protein 2 (Homo sapiens), Q92843; Bim peptide-Bcl-W binding; inhibition, % at 10 µM; 190,000 compounds, 0.02% hits;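 note: 0% = bound tracer without compound and 100% = peptide blocker; higher means less fluorescent Bim peptide bound to Bcl-W beads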
Target sequence (Q92843 whole entry, looked up): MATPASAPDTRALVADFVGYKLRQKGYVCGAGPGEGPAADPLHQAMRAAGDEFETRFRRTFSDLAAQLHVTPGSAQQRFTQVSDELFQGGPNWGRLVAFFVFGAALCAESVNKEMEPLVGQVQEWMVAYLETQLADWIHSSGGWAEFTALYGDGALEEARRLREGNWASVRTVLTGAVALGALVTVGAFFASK
Rab7 wt GTP bind – modulators of GTP binding to Rab7, primary screen, biochemical, wildtype, multiplex bead flow cytometry | Rab7 GTPase wild type (dog), Bodipy-FL-GTP binding | GST-Rab7 beads, fluorescent GTP binding; actives lie on both sides; untreated = 100%, excess cold GTP = 0% | GTP binding activity (percent of control), % at 10 µM | 190,000 compounds, 0.055% hits;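 active = fluorescent GTP binding to Rab7 beads changed by at least 20 points from the 100% baseline, either direction, mostly lower; inconclusive = compound itself probably fluorescent, or too few beads counted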;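 note: median green fluorescence of bound Bodipy-FL-GTP per Rab7 bead population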
Rac1 wt modul – wildtype Rac1 GTP binding modulators, primary screen, biochemical, GST-Rac1 beads, flow cytometry, multiplex. Ras-related C3 botulinum toxin substrate 1 (Homo sapiens), P63000. fluorescent GTP binding; actives lie on both sides; 0 = cold GTP competed, 100 = untreated. GTP binding activity (% of control), % at 10 µM. 190,000 compounds, 0.27% hits. AID 757, 2007;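 active = GTP binding activity at least 20 points away from the 100% control level, either lower or higher; inconclusive = compound flagged as likely green fluorescent, judged across all proteins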
Rab2 wt GTP – modulators of GTP binding to Rab2A wildtype, primary screen, biochemical, dog, bead-based flow cytometry, multiplex; GTP binding activity, % at 10 µM; GST-Rab2 wt beads, Bodipy-GTP binding; Ras-related protein Rab-2A (Canis lupus familiaris), P61105; 190,000 compounds, 0.19% hits;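 active = GTP binding activity at least 20 points away from 100%, either lowered or raised; inconclusive = signal likely due to the compound's own green fluorescence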;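 note: 0% = beads with excess unlabeled GTP and 100% = no-compound control corrected for plate trend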
Bcl-XL Bim block – inhibitors of Bim-Bcl-XL binding, primary screen, biochemical, multiplexed, bead flow cytometry, human Bcl-XL | Bcl-2-like protein 1 (Homo sapiens), Q07817 | Bim peptide-Bcl-XL binding, fluorescence | inhibition, % at 10 µM | 190,000 compounds, 0.04% hits | AID 1007, 2008
Target sequence (Q07817 whole entry, looked up): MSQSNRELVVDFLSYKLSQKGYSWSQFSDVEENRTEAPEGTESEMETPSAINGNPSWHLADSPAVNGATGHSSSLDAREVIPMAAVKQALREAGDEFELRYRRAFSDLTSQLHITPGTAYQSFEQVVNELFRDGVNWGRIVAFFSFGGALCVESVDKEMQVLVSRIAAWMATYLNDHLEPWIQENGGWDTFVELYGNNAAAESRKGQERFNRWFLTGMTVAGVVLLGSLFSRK
Cdc42 wt GTP – modulators of GTP binding to wildtype Cdc42, primary screen, biochemical, multiplex bead flow cytometry, Bodipy-GTP. Cell division control protein 42 homolog (Homo sapiens), P60953. GST-Cdc42 beads; actives lie on both sides. percent activity (GTP binding), % at 10 µM. 190,000 compounds, 0.2% hits. AID 761, 2007;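 active = percent activity GTP binding at least 20 points away from the 100% baseline, either down as inhibitor or up as activator; inconclusive = compound flagged as likely green fluorescent from well-wide comparison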;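 note: median bead fluorescence of bound Bodipy-FL-GTP at 100 nM; 0% = excess unlabeled GTP control and 100% = no compound control; below 100% means less GTP binding so inhibitor and above means activator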
Target sequence (P60953 whole entry, looked up): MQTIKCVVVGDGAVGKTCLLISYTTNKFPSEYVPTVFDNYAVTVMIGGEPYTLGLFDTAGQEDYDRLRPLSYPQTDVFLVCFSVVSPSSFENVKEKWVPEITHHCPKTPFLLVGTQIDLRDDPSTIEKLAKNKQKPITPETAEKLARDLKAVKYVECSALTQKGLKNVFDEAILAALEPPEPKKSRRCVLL
Bfl-1 Bim block – inhibitors of Bim binding to Bfl-1, primary screen, biochemical, multiplexed, bead-based flow cytometry; Bim-Bfl-1 binding inhibition; Bcl-2-related protein A1 (Homo sapiens), Q16548; 190,000 compounds, 0.12% hits; inhibition, % at 10 µM;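 note: 0% = wells without compound plus tracer and 100% = blocker peptide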
Bim-Bcl-B – inhibitors of Bim-Bcl-B binding, primary screen, biochemical, multiplexed, human Bcl-2 family | Bcl-2-like protein 10 (Homo sapiens), Q9HD36 | bead-based flow cytometry, Bim peptide-Bcl-B binding | inhibition, % at 10 µM | 190,000 compounds, 0.073% hits | AID 951, 2007;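 note: 0% = tracer peptide without compound and 100% = reference inhibitor peptide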
* = called active by the depositor; u = inconclusive. Cut-off read from the data, not from the text of the source, unless noted: active = inhibition above about 40%. Random draw from the library, and some 0.62% of all compounds hit somewhere here.

SMILES	Rac1 mut GTP	Bcl-2 Bim block	HRas wt GTP	Bim-Bcl-W	Rab7 wt GTP bind	Rac1 wt modul	Rab2 wt GTP	Bcl-XL Bim block	Cdc42 wt GTP	Bfl-1 Bim block	Bim-Bcl-B
Cc1c(NC(=S)N/N=C/c2ccc(N(C)C)cc2)c(=O)n(-c2ccccc2)n1C	102	-3	103	-6	96	106	99	-9	102	-1	-12
C=CCn1c(SCC(=O)Nc2ccccc2CC)nnc1-c1ccncc1	101	-2	104	-5	101	108	103	-4	104	-3	-5
CC(C)Cn1c(=S)[nH]c2ccccc2c1=O	91	-2	92	-2	95	97	93	-6	90	-4	-17
CCCCOc1ccc(C)cc1CN(CCO)CCO	98	-6	96	2	96	97	95	-2	94	-8	-7
CNS(=O)(=O)c1cc(OCC(N)=O)c(C)cc1Cl	102	0	105	0	104	101	104	1	104	-2	0
O=C(Nc1nnc(SCc2cccc(F)c2)s1)c1ccco1	92	-1	99	-1	104	104	102	0	100	-1	0
N#C/C(C(N)=O)=c1/ccc2c(c1)N1C3=C(CCCC3)CC3CCCCC31N=2 (stereo not given)	97	-3	101	1	101	103	99	-1	102	-7	-2
CCCc1cc(=O)[nH]c(SCc2cc(=O)oc3cc(C)c(C(C)C)cc23)n1	99	0	100	-3	106	103	98	-5	100	0	-4
Cc1ccc2[nH]c(=O)c(CN(CCCN(C)C)C(=O)Nc3ccc(F)cc3)cc2c1	98	-6	101	-4	107	100	101	-3	101	-13	-3
COC(=O)c1c[nH]n2c(=O)c(C(C)C)c(C)nc12	97	0	99	1	110	102	100	2	98	-3	2
CC(C)(C)c1cc(C(=O)O)n[nH]1	107	-1	105	0	100	115	103	-2	111	-2	0
CCN(CC)CCN(Cc1cc2cc(C)ccc2[nH]c1=O)C(=O)Nc1ccccc1OC	99	-2	102	-3	102	103	101	-6	102	-12	-6
Cc1cc(/C=C(\C#N)C(=O)OCC#N)c(C)n1CC(C)C	95	0	97	1	95	99	94	-1	97	-1	2
CCOCCCNC(=O)C(NC(=O)c1ccc2c(c1)OCO2)c1ccc(Cl)cc1 (stereo not given)	96	-4	97	-3	97	98	97	0	95	-5	-2
CN(C)c1nc(N)nc(CSc2nc3c(c(=O)n(C)c(=O)n3C)n2Cc2ccccc2F)n1	100	0	100	0	95	104	99	0	101	4	4
COc1cccc(N2CCN(C(=O)C3CCN(S(=O)(=O)c4cccs4)CC3)CC2)c1	96	-2	96	-3	97	100	103	-5	98	-1	-2
COC(=O)C1CCN(C(=O)COC(=O)c2n[nH]c3ccccc23)CC1	99	0	101	-3	101	104	102	-1	104	-3	0
CC/C(=N/N=C(\CC)c1ccccc1)c1ccccc1	98	-1	99	-1	95	105	96	-7	99	0	-1
O=C(O)c1cc2ccccc2n1-c1ccccc1	98	-5	99	-2	93	102	97	-6	98	-6	-6
Cc1ccccc1N(CC(=O)NCc1ccncc1)S(C)(=O)=O	99	-6	102	1	100	102	100	-6	100	-12	-7
CCOc1ccc(/C=C/[N+](=O)[O-])c2ccccc12	97	15	100	10	101	96	100	11	99	22	-13
FC(F)(F)c1cc(-c2ccccc2)nc(-n2cncn2)n1	101	-1	103	-2	102	104	102	-5	101	-2	-1
COCCNCC(=O)Nc1ccc(C)c(S(=O)(=O)N2CCCCC2)c1	95	-1	98	3	101	96	100	1	97	-1	2
O=C(COC(=O)CCC(=O)c1ccc2c(c1)OCCO2)NCc1ccc2c(c1)OCO2	101	-15	103	-2	106	116	104	-7	108	-15	-14
C=CCn1c(SCC(=O)NCc2ccco2)nc2ccccc2c1=O	96	-4	97	0	97	95	95	-1	99	-5	-4
CCN(CC)CCOCCOc1ccccc1F	103	-6	103	2	104	107	103	0	108	-16	-6
Nc1nnnn1NCc1cccc(OCc2ccccc2)c1	99	-3	99	-3	99	104	101	-1	102	-3	0
CCOC(=O)C(=N/O)/C(C)=N/NC(C)=O	100	0	96	0	94	103	99	-4	99	-3	-5
COc1cc(-n2c(=O)c3ccccc3n(CC(=O)OCc3ccccc3)c2=O)cc(OC)c1OC	101	-3	102	-5	106	101	102	-3	103	-4	-7
CCCCCCCn1c2c(c(=N)c3c1CCC3)CCCC2	96	2	96	8	103	96	102	2	99	1	-3

An excerpt of the results above, as a working copy:
SMILES	Rac1 mut GTP	Bcl-2 Bim block	HRas wt GTP	Bim-Bcl-W	Rab7 wt GTP bind	Rac1 wt modul	Rab2 wt GTP	Bcl-XL Bim block	Cdc42 wt GTP	Bfl-1 Bim block	Bim-Bcl-B
CCOc1ccc(/C=C/[N+](=O)[O-])c2ccccc12	97	15	100	10	101	96	100	11	99	22	-13
FC(F)(F)c1cc(-c2ccccc2)nc(-n2cncn2)n1	101	-1	103	-2	102	104	102	-5	101	-2	-1

(next part)
SMILES	Rac1 mut GTP	Bcl-2 Bim block	HRas wt GTP	Bim-Bcl-W	Rab7 wt GTP bind	Rac1 wt modul	Rab2 wt GTP	Bcl-XL Bim block	Cdc42 wt GTP	Bfl-1 Bim block	Bim-Bcl-B
COc1ccccc1N(CC(=O)NC1CCCCC1)C(=O)CCC(=O)Nc1ccccn1	100	-6	102	-6	104	104	103	-7	99	-7	-11
O=C(Cn1cncn1)NCCCc1ccccc1	93	-1	96	-4	102	94	95	-2	95	0	-1
Cc1cccc(C(=O)NNC(=O)c2ccc(Br)cc2)c1	96	-1	94	1	95	97	96	0	96	-4	-1
COc1cc(/C=N/NC(=O)COc2cccc(F)c2)ccc1OS(=O)(=O)c1ccc(C)cc1	99	-2	101	-1	99	113	100	-5	108	1	-2
CC(=O)c1ccc(N/C=C\C(=O)c2ccc(C)cc2)cc1	95	-1	95	-3	95	95	96	-4	98	-6	-4
Cc1cc(N2CCCC2)nc(-c2ccccc2O)n1	97	-1	97	-1	96	95	98	0	99	0	-2
O=C(COC(=O)c1cccc(Cl)c1Cl)NCCN1C(=O)CSC1=O	105	0	102	-1	93	103	101	-2	104	-1	-5
C/C(Cn1nc([N+](=O)[O-])cc1C)=N\NC(=O)c1ccc(O)cc1O	101	-1	101	0	100	107	101	1	105	3	1
COc1cc(CNc2ccc(N3CCCC3)cc2)cc(Cl)c1OC	94	15	93	19	94	95	94	-2	96	48*	-15
Cc1noc(N)c1C(=O)Nc1ccc(F)cc1	u	0	u	-4	u	u	u	-3	u	-3	-3
CCCn1nc(C(=O)Nc2cc(C(=O)OC)ccc2C)c2ccccc2c1=O	101	-5	103	1	100	107	105	-2	104	-7	-7
O=C(c1ccc(Cl)s1)N1CCN(c2nc3ccccc3s2)CC1	99	-10	101	0	102	105	100	-4	103	-11	-6
Cc1sc(NC(=O)Cc2ccc3c(c2)OCO3)nc1-c1ccc2c(c1)CCN2C(=O)c1ccccc1F	100	-6	100	-4	100	102	99	-7	101	-6	-7
Cc1ccc(C(=O)NCC(=O)OCC(=O)Nc2cc(C)c(C)cc2[N+](=O)[O-])cc1	96	-9	95	-4	94	95	95	-8	97	-11	-8
CN(C)CCCNCCCNC(=O)c1ccco1	97	-9	99	-1	100	101	97	0	97	-13	-7
O=C(COc1cccc2cccnc12)NNC(=O)Nc1ccccc1	93	2	100	-3	105	98	100	-3	97	7	0
Cn1c(=O)[nH]c(=O)c2c1nc(CN1CCN(c3cccc(Cl)c3)CC1)n2Cc1ccccc1Cl	97	3	98	6	97	100	97	4	98	-2	0
Cc1cc(=O)oc2cc(OCC(O)CN3CCc4ccccc4C3)ccc12 (stereo not given)	94	-4	97	0	98	94	95	0	99	-3	-1
COc1ccc(CNC(=O)c2cc(-c3ccccc3O)n[nH]2)cc1	102	-2	106	-2	98	103	104	0	105	0	0
CCOC(=O)c1cnc2ccc(F)cc2c1Nc1ccc2c(c1)OCCO2	96	-2	96	-5	96	97	94	-5	97	-1	2
Cc1cc(C)n2nc(S(=O)(=O)N(C)c3ccccc3)nc2n1	99	1	98	0	100	105	101	6	105	5	1
CCOC(=O)C1CCN(Cc2ccc(F)c(Br)c2)CC1	98	14	98	1	96	106	101	10	96	20	9
CC(=O)Nc1nc(SCC(=O)NCC2CCCO2)[nH]c(=O)c1NC(=O)c1cccs1 (stereo not given)	98	-2	96	1	93	102	94	-1	91	-6	-3
O=C(C1=C[C@H](C2CCCCC2)C[C@H](OCCCCO)O1)N1CCOCC1	98	0	97	-3	103	99	98	0	98	-2	-2
O=C(c1ccc(-n2cnnn2)cc1)N1CCN(C(c2ccccc2)c2ccccc2)CC1	95	0	96	0	95	103	96	-5	97	-2	-8
COc1ccc(N(C(=O)Nc2ccc(Cl)cc2)C2=NCCC2)cc1	98	-2	100	-6	97	103	99	-4	101	-2	-4
COCC(=O)N1CCCC(C(=O)c2ccc(-c3ccccc3)c(F)c2)C1 (stereo not given)	95	-4	95	0	94	98	97	-5	99	-5	-6
S=c1nc(-c2ccccc2)[nH]n1-c1ccccc1	94	-4	95	-2	94	97	96	-8	93	0	-11
O=C(COC(=O)C1c2ccccc2Oc2ccccc21)NC1CCS(=O)(=O)C1 (stereo not given)	100	-3	101	1	95	103	102	0	106	-2	-1
COCCN(C)C(=O)CC1C(=O)NCCN1CC(c1ccccc1)c1ccccc1 (stereo not given)	101	-2	97	-1	100	105	94	2	98	-4	-3
CCOC(=O)N1CCN(S(=O)(=O)c2ccc(OCC)cc2)CC1	97	-7	99	0	100	103	95	-4	100	-14	-3
Cn1c(=O)[nH]c(=O)c2c1nc(Br)n2CCSc1ncccn1	95	-4	98	1	96	102	96	0	104	-3	-3
NC(=S)N=Nc1c(O)n(C2OC(=O)c3ccccc32)c2ccccc12 (stereo not given)	100	-7	99	0	97	101	100	-6	100	-12	-11
CC1=C(C(=O)Nc2ccccn2)C(c2ccc(Cl)cc2)NC(=S)N1 (stereo not given)	99	-2	102	0	104	106	103	-1	99	-2	-9
O=C(COC(=O)c1ccc(S(=O)(=O)N2CCOCC2)cc1)NCc1cccs1	95	0	95	-1	98	99	98	-3	95	-3	-2
COc1cc(S(=O)(=O)NCCN2CCOCC2)ccc1-n1cnnn1	96	-1	96	0	97	98	98	0	96	-5	0
